# High-throughput results deposited in PubChem BioAssay by several laboratories.
# FXIIa inh 1536: human FXIIa protease inhibitors, primary screen, biochemical, 1536-well. Coagulation factor XII (Homo sapiens), P00748. purified FXIIa, Boc-QGR-AMC fluorogenic substrate, 2 h. hit rate 0.3% among 220,000. inhibition, % at 5 µM; in the data active = inhibition above about 40%;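 also: 0% = enzyme with no compound and 100% = blank without enzyme; many of its hits are not listed in these tables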
# Wee1 degr inh: Wee1 degradation inhibitors, primary screen, cell-based, HeLa, Wee1K328M-luciferase, luminescence; reporter increase, % at 5 µM; HeLa Luc-Wee1K328M stability; 100% = proteasome inhibitor MG132 effect; hit rate 1.2% among 220,000; Wee1-like protein kinase (Homo sapiens), P30291;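 active = activation above the mean of all tested compounds plus 3 SD, set per screening run, cut at about 8.8% in these data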;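 also: cells exposed to compound for 20 h before luminescence read; 0% = DMSO alone and 100% = MG132 at 30 µM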
# Thrombin inh: human alpha-thrombin inhibitors, primary screen, counter-screen for coagulation protease inhibitor project, biochemical, 1536-well, fluorogenic AMC substrate; Prothrombin (Homo sapiens), P00734; Boc-VPR-AMC fluorogenic substrate cleavage; inhibition, % at 5 µM; hit rate 0.26% among 220,000; AID 1046, 2008;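 active = inhibition at or above 40%; inactive = inhibition below 40%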;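 also: 0% = enzyme with no compound and 100% = wells without enzyme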
#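 System: Human alpha-thrombin protein | Medium: pH 7.5 Tris (50 mM) with NaCl 150 mM, Tween 20 0.05% | Times: Enzyme reaction carried out at room temperature | Detection: AMC fluorescence, 355/460 nm | Evaluation: Percent inhibition scaled between no-compound controls and no-enzyme blanks | Benchmarks: Enzyme without compound as high, wells lacking enzyme as low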
# PERK inh: block of dimerizer-induced PERK translation repression, primary screen, PERK inhibitor project, CHO PERK-DD cells, SEAP luminescence, HTS | Eukaryotic translation initiation factor 2-alpha kinase 3 (Homo sapiens), Q9NZJ5 | hit rate 0.17% among 220,000 | inhibition, % at 5.6 µM | CHO PERK-DD fusion, SEAP luminescence translation reporter;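 active = inhibition above the mean inhibition of all tested compounds plus 3 SD, set separately per screening campaign, cut at about 2.9% in these data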;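 also: PERK kinase domain activated by AP20187 dimerizer at 100 nM; 0% = DMSO with dimerizer and 100% = rapamycin at 8.4 µM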
# Cl transport mod: KCC2 cotransporter modulators, thallium flux, primary screen, cell-based, HEK293 KCC2, FluoZin-2 fluorescence, MLSMR | Solute carrier family 12 member 5 (Homo sapiens), Q9H2X9 | KCC2 cells, thallium flux FluoZin-2 fluorescence | B-score of Tl+ flux slope (higher = more flux/activation; lower = inhibition) at 10 µM | hit rate 2.2% among 190,000;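 active = thallium flux slope and its plate-corrected score both differing from the plate sample mean at a set confidence after two filtering rounds, in either direction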;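 also: slope of fluorescence scaled to starting intensity during 10 to 20 s after thallium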
# Target sequence (Q9H2X9 whole entry, looked up): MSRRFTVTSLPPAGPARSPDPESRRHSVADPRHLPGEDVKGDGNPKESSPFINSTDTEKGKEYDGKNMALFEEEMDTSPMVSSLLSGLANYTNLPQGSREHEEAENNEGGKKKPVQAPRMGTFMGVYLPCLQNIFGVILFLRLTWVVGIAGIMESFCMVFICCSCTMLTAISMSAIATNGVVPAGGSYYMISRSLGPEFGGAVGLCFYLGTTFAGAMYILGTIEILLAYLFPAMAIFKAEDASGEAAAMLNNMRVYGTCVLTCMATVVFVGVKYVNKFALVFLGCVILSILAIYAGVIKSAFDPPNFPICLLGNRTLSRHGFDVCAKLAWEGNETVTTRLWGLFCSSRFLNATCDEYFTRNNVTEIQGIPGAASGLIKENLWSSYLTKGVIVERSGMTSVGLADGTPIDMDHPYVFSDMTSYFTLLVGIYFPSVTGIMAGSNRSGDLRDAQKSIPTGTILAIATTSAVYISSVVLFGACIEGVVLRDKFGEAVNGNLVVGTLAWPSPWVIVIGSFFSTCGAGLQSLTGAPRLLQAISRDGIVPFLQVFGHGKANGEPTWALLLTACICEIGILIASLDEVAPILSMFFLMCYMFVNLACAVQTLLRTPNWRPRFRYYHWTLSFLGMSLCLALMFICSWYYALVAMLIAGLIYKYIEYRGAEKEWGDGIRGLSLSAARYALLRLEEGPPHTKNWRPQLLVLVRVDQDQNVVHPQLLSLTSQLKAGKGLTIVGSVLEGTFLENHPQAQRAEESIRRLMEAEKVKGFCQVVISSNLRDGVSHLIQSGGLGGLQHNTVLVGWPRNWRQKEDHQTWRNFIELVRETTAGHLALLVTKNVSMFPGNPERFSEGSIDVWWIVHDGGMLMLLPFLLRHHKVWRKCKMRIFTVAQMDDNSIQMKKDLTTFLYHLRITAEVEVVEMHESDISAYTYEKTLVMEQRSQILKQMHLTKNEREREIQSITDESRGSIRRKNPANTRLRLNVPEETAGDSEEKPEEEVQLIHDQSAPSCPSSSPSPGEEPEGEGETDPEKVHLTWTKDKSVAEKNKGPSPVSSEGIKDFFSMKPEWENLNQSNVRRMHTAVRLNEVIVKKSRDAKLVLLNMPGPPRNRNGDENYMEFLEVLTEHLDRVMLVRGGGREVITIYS
# Furin inhibitor: human furin inhibitors, primary screen, biochemical, fluorescence intensity | P09958 | purified furin, fluorogenic substrate cleavage | inhibition, % at 30 µM | hit rate 0.061% among 220,000 | AID 463115, 2010; in the data active = inhibition above about 25%; also: inactives centre near -15
# KLK5 inh: human KLK5 protease inhibitors, primary screen, biochemical, 1536-well; Kallikrein-5 (Homo sapiens), Q9Y337; recombinant hK5, fluorogenic AMC substrate cleavage; inhibition, % at 5 µM; hit rate 0.59% among 210,000; AID 873, 2007;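 active = inhibition of 40% or more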;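 also: 0% = enzyme controls without compound and 100% = no-enzyme blanks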
# p97 ATPase inh: inhibitors of human p97 ATPase, primary screen, biochemical. inhibition, % at 8 µM. recombinant p97 ATPase, Kinase-Glo ATP luminescence, 3 h. hit rate 0.42% among 220,000. AID 1481, 2009. Transitional endoplasmic reticulum ATPase (Homo sapiens), P55072; in the data active = inhibition above about 15%;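 also: 0% = DMSO vehicle and 100% = wells lacking enzyme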
# FXIa inh 1536: human FXIa protease inhibitors, primary screen, biochemical, 1536-well; Coagulation factor XI (Homo sapiens), P03951; purified FXIa, Boc-Glu-Ala-Arg-AMC fluorogenic substrate; inhibition, % at 5 µM; hit rate 0.14% among 220,000;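 active = inhibition of at least 40%; inactive = inhibition below 40%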;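 also: fluorescence of freed AMC excited at 355 nm; 0% = enzyme without compound and 100% = no enzyme blank; many of its hits are not listed in these tables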
# Starred values were filed as active, the others as inactive; x = not tested or not shown; [ ] = remark or other dose. This is a random part of the collection; overall some 4.4% were active at least once.
SMILES,FXIIa inh 1536,Wee1 degr inh,Thrombin inh,PERK inh,Cl transport mod,Furin inhibitor,KLK5 inh,p97 ATPase inh,FXIa inh 1536
CCCc1cc(=O)[nH]c(SCC(=O)Nc2ncc(S(=O)(=O)c3ccc([N+](=O)[O-])cc3)s2)n1,4,-3,-5,-0.1,-0.93,-13,27,-5,-15
Cc1cc(NC(=O)c2ccc([N+](=O)[O-])cc2Cl)ccc1NC(=O)c1ccco1,10,5,-3,1.3,0.24,-25,-12,2,9
CCOC(=O)C1=C(C)Nc2ncnn2C1c1cccnc1 (stereo unspecified),15,0,0,0.7,-0.33,-12[20 µM],2,-1,15
Clc1ccccc1C1SCC2Nc3ccccc3CN21 (stereo unspecified),24,1,9,0.4,-0.5,-21,7,3,16
Cn1cc(-c2nnnn2-c2cccc(C(F)(F)F)c2)c(C(F)(F)F)n1,-1,-1,14,0.4,x,-23[20 µM],-34,-2,-6
COC(=O)c1cccc(-c2ccc(/C=N/N3C(=O)C4C5C=CC(C6CC56)C4C3=O)o2)c1 (stereo unspecified),7,2,-6,0.8,-1.4,7,x,1,1
CCC/C(O)=C1\C(=O)CC(C)(C)CC1=Nc1ccccc1O,2,1,-10,0.4,-1.3,-17,-2,-1,-6
COc1ccc(C(C)=O)cc1COC(=O)C(CO)NS(=O)(=O)c1ccc(Br)cc1 (stereo unspecified),5,-2,x,0.2,-0.5,-16,3,-4,-2
c1ccc2c(c1)NC1(CCCC1)n1c-2nc2ccccc21,20,2,-4,0.4,x,-30,-79,-2,14
CC(C)CC(=O)NS(=O)(=O)c1ccc(NS(C)(=O)=O)cc1,7,-2,-1,0.2,-0.0062,-24,-22,2,-1
CCC(=O)O[C@@H]1CC(=O)O[C@H](C)CC=CC=C[C@@H](O)[C@H](C)C[C@H](CC=O)[C@H](O[C@H]2O[C@H](C)[C@@H](O[C@H]3C[C@@](C)(O)[C@@H](OC(=O)CC)[C@H](C)O3)[C@H](N(C)C)[C@H]2O)[C@H]1OC,4,x,-1,x,0.067,-23,0,x,1
O=C(COC(=O)Cn1cnc2ccccc2c1=O)NCC12CC3CC(CC(C3)C1)C2,9,-1,-2,1.7,-0.073,-20,-15,-3,24
CCOC(=O)C(=NCCCN(C)C)NNc1cc(C(F)(F)F)ccc1Cl,7,1,16,0.2,0.38,-9,0,1,-2
COc1cc(OC)c(NC(=S)Nc2cccc(C)c2)cc1Cl,1,-3,-9,0.5,0.67,-26,-12,-3,-3
CN1CCN(NC(=O)c2cc(Br)ccc2Cl)CC1,2,-4,0,1.0,1.1,-23,-8,1,-4
CCOC(=O)C1=C(NC#N)OC(C)=C(C)C1c1ccc(O)cc1 (stereo unspecified),4,4,-1,0.1,0.76,-10[20 µM],-13,2,-15
COC(=O)C1=C(C)NC2=C(C(=O)CCC2)C1c1cccc(C)n1 (stereo unspecified),10,-3,-3,0.9,-0.56,-10,6,4,0
O=C(Nc1nnc(C2CC2)s1)c1cccnc1Oc1ccc(Cl)cc1,12,0,-1,0.1,0.005,-21,0,-3,-5
COc1ccc(CCNC(=S)Nc2ccc(OC)cc2)cc1,-1,0,-8,0.3,0.038,-24,-7,3,1
O=C(O/N=C1\CCCc2ccccc21)c1cccc(Cl)c1,12,6,-2,0.4,-0.25,-6[20 µM],-8,-1,3

# Given field by field: entries from further up.
Cc1cc(NC(=O)c2ccc([N+](=O)[O-])cc2Cl)ccc1NC(=O)c1ccco1
  FXIIa inh 1536 = 10; Wee1 degr inh = 5; Thrombin inh = -3; PERK inh = 1.3; Cl transport mod = 0.24; Furin inhibitor = -25; KLK5 inh = -12; p97 ATPase inh = 2; FXIa inh 1536 = 9
CCOC(=O)C1=C(C)Nc2ncnn2C1c1cccnc1 (stereo unspecified)
  FXIIa inh 1536 = 15; Wee1 degr inh = 0; Thrombin inh = 0; PERK inh = 0.7; Cl transport mod = -0.33; Furin inhibitor = -12[20 µM]; KLK5 inh = 2; p97 ATPase inh = -1; FXIa inh 1536 = 15
Clc1ccccc1C1SCC2Nc3ccccc3CN21 (stereo unspecified)
  FXIIa inh 1536 = 24; Wee1 degr inh = 1; Thrombin inh = 9; PERK inh = 0.4; Cl transport mod = -0.5; Furin inhibitor = -21; KLK5 inh = 7; p97 ATPase inh = 3; FXIa inh 1536 = 16

# Among those listed so far, these have a nitro group on carbon.
SMILES,FXIIa inh 1536,Wee1 degr inh,Thrombin inh,PERK inh,Cl transport mod,Furin inhibitor,KLK5 inh,p97 ATPase inh,FXIa inh 1536
CCCc1cc(=O)[nH]c(SCC(=O)Nc2ncc(S(=O)(=O)c3ccc([N+](=O)[O-])cc3)s2)n1,4,-3,-5,-0.1,-0.93,-13,27,-5,-15
Cc1cc(NC(=O)c2ccc([N+](=O)[O-])cc2Cl)ccc1NC(=O)c1ccco1,10,5,-3,1.3,0.24,-25,-12,2,9

# Next part.
SMILES,FXIIa inh 1536,Wee1 degr inh,Thrombin inh,PERK inh,Cl transport mod,Furin inhibitor,KLK5 inh,p97 ATPase inh,FXIa inh 1536
OCC1(Cc2cccc(Cl)c2)CCCN(Cc2cnn(-c3ccccc3)c2)C1 (stereo unspecified),3,0,-6,0.0,-0.44,-25,x,-4,-4
CCOc1cc(C(=O)Nc2ccccc2N2CCOCC2)ccc1OCC(=O)N1CCCCC1,22,-1,4,0.6,-0.37,-1,21,-9,20
CN(C)c1nc(N)nc(Nc2ccccc2C#N)n1,7,-1,-10,0.8,x,-38,-20,4,-1
S=C(NCc1ccccc1)N1CCCCC1,7,0,-14,0.3,0.45,-24,-4,1,2
O=C1CCC(=O)N1c1nc2nc(-c3ccccc3)cc(-c3ccccc3)n2n1,17,-1,0,0.1,0.17,-15,-25,4,3
Cc1c(/C=C(\CC(=O)O)c2nc3ccccc3s2)cc(C#N)n1C,10,2,-4,0.0,-1.4,-16,-4,-8,5
COc1ccc(CN2CCCCC2C)cc1C (stereo unspecified),7,-3,-3,-0.6,-0.66,-3[20 µM],-4,0,-6
Cc1c(NC(=O)CNCc2ccc3c(c2)OCO3)c(=O)n(-c2ccccc2)n1C,4,-2,-9,0.2,x,-28,-7,-1,-5
COc1cc(NC(=O)C2CCN(S(=O)(=O)c3cccc4nonc34)CC2)cc(OC)c1,21,1,4,1.1,0.32,-28,-18,3,7
O=C(/C=C/Nc1cccc(C(F)(F)F)c1)C(F)(F)F,13,-2,2,-0.1,0.22,-17,-2,7,5
CC(C)(C)c1ccc(C(CC(=O)O)NC(=O)CSc2ccccc2)cc1 (stereo unspecified),1,0,3,1.7,-1.5,-24,-12,1,-6
COc1cc2c(cc1OC)C(C(=O)O)C(c1ccc(C)o1)N(C)C2=O (stereo unspecified),-11,-2,5,1.0,0.85,-19,-6,0,-10
CCOC(=O)c1ccc(Oc2nc(NC(C)(C)C)nc(N(C)C)n2)cc1,7,-2,-3,-1.6,x,-2[20 µM],-2,-2,-2
Cc1sc2ncn(CC(=O)NCC3COc4ccccc4O3)c(=O)c2c1S(=O)(=O)N1CCOCC1 (stereo unspecified),4,-2,3,1.1,0.11,-4,-2,4,0
Cc1ccccc1CC1(CO)CCCN(C(=O)c2cc(Cl)ccc2F)C1 (stereo unspecified),11,4,-1,-0.5,-1.2,6,x,-6,6
CCOc1ccc(OCCCCNCCN)cc1,-13,-2,-5,1.7,0.073,-23[20 µM],-27,2,2
CCCCC(=O)NC(c1cccs1)c1cc(Cl)c2cccnc2c1O (stereo unspecified),6,0,-18,0.3,0.87,-17,-15,10,-5
CCCCC1(C)NC(=S)N2N1C(=S)NC2(C)CCCC (stereo unspecified),5,-1,3,1.1,0.83,-23,1,8,1
C/C(=N\NC(=O)c1cccc(Br)c1)c1ccc(Br)cc1,4,-2,2,0.2,1.6,1[20 µM],0,1,2
O=C(c1ccccc1F)N1CCN(c2ccc([N+](=O)[O-])c(N3CCOCC3)c2)CC1,9,2,-11,-0.3,-1.3,-2,0,-3,-4

# Quoted at random: 2 entries already listed.
SMILES,FXIIa inh 1536,Wee1 degr inh,Thrombin inh,PERK inh,Cl transport mod,Furin inhibitor,KLK5 inh,p97 ATPase inh,FXIa inh 1536
S=C(NCc1ccccc1)N1CCCCC1,7,0,-14,0.3,0.45,-24,-4,1,2
COc1cc(NC(=O)C2CCN(S(=O)(=O)c3cccc4nonc34)CC2)cc(OC)c1,21,1,4,1.1,0.32,-28,-18,3,7

# Additional results
SMILES,FXIIa inh 1536,Wee1 degr inh,Thrombin inh,PERK inh,Cl transport mod,Furin inhibitor,KLK5 inh,p97 ATPase inh,FXIa inh 1536
Cc1cccc(C)c1NC(=O)c1cc2c(=O)c3ccccc3oc2nc1C(F)(F)F,3,1,-1,0.6,1.7,-16[20 µM],-11,3,2
COc1ccc(C)cc1NC1=C(Cl)C(=O)N(C2CCCCC2)C1=O,9,4,-6,0.8,-0.92,-8,18,-2,-1
O=c1nc2n(Cc3ccccc3)c3ccccc3cc-2c(=O)[nH]1,13,-1,1,1.1,-0.024,-36,-20,5,5
O=C(Nc1nnc(SCc2ccc(F)cc2)s1)C1CC(=O)N(c2ccc3c(c2)OCCO3)C1 (stereo unspecified),9,5,-3,0.2,-0.66,-24,-27,-1,7
COc1ccccc1NS(=O)(=O)c1ccc(Cl)cc1,6,-4,2,1.2,0.2,-17,-7,4,0
COc1ccc(C(=O)NCCc2nnc3ccc(SCC(=O)Nc4cc(C)on4)nn23)cc1,6,7,0,1.1,0.23,-12,3,0,-9
Cc1cccc2cc(CN(C(=O)c3cccs3)c3ccccc3)c(=O)[nH]c12,0,3,-2,0.1,0.66,-15,-9,0,-1
Nc1ccc(Br)c2c1C(=O)c1ccccc1C2=O,11,-2,3,0.4,-3.8*,-18[20 µM],1,14,4
CC1(C)CC(=O)c2c(S(C)(=O)=O)sc(Br)c2C1,1,0,-8,-0.3,0.098,-4,21,5,-15
CSC1=NCCN1C(=O)c1ccc(Br)o1,9,-1,-9,0.8,2,-27,-18,2,5
COc1ccc(CN2C(=O)c3cccnc3C2Nc2cc(Cl)c(OC)cc2OC)cc1 (stereo unspecified),8,-1,-7,-0.7,x,-19,-10,1,-11
CCOC(=O)c1c(OCC)[nH]c2ccc(O)cc12,1,0,2,0.4,0.16,-7[20 µM],-3,3,-6
Cc1ccc(Nc2nnc(SCc3nc4ccccc4c(=O)[nH]3)s2)cc1,2,-4,-9,0.9,-0.094,-14,-7,0,-4
Cc1ccc(C(=O)Oc2coc(CSc3nnc(NC(=O)C4CC4)s3)cc2=O)cc1,16,5,-5,1.2,0.4,-4,-1,-1,2
O=C(NC(=S)Nc1ccccc1)c1ccc(Br)o1,14,-1,1,-0.2,111*,-9,3,2,3
CCOc1ccc(OCC)c(NC(=O)Cn2cccc2)c1,18,2,2,-1.1,-0.29,-34,-15,1,-3
CCOC(=O)Cc1csc(NC(=O)COc2ccc3ccccc3c2)n1,17,0,2,0.0,x,3[20 µM],-2,-3,3
